Rac1 GTP hydrolysis = MgcRacGAP GTPase-activating activity inhibitors, confirmation, biochemical, ADP Hunter fluorescence. MgcRacGAP-stimulated Rac1 GTP hydrolysis, ADP Hunter fluorescence; higher % means a stronger effect; GST-tagged Rac1 F28L mutant substrate. one-dose inhibition, % at 30 µM; IC50 in µM for titrated hits. 340,000 compounds, 0.6% hits. AID 624330;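 active = first-screen hits whose inhibition reached a set limit at any dose in the follow-up dose series; inconclusive = inhibition above the set first-screen limit but never retested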;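 also: fluorescence reports GDP produced by GAP-driven GTP hydrolysis; strong numbers were not always called active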
T cell HTS = T cell immune modulators affecting CD8 T cell-vesicle binding; 2C CD8+ T cell-vesicle binding, flow cytometry; stronger effect = lower value; calls only at 7 µM; 330,000 compounds, 0.068% hits;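 active = response, share of CD8 T cells binding vesicles, and their 90th percentile fluorescence all below set limits, cut at about 80% in these data, passing the limit was not always enough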
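Also added: QL9-peptide-loaded Drosophila micro-vesicles bearing Ld, ICAM-1 and B7-1; Test system: purified 2C TCR transgenic mouse naive CD8+ T cells; Measured by: cytometric PE anti-B7-1 and Alexa647 anti-CD8 signals after 1% paraformaldehyde fixation; Timing: binding step 1.5 h, 37 °C, antibody labelling 20 min, ice.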
Large T inhibition = SV40 large T antigen inhibitors, biochemical (AID 1903) | SV40 large T antigen ATPase/helicase inhibition assay; higher % means a stronger effect | inhibition, % at 20 µM; hits with a dose series show IC50 in µM | 310,000 compounds, 0.39% hits; in the data active = a potency from the dose series; inconclusive = inhibition mostly from about 32% at the one dose, without a potency; inactive = the rest, 99 in 100 with inhibition below about 32%; also: strong numbers were not always called active
LYP inhibition = inhibitors of LYP phosphatase, biochemical, fluorescence intensity, uHTS (AID 1779) | recombinant LYP phosphatase, fluorescence intensity; higher % means a stronger effect | one-dose inhibition, % at 11.5 µM; IC50 in µM for titrated hits | 290,000 compounds, 0.054% hits; in the data active = inhibition above about 50%;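 also: plate controls were vehicle with enzyme for no effect and no enzyme for full effect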
GPR55 activation = GPR55 agonists via beta-arrestin recruitment, primary screen, imaging, U2OS cells, beta-arrestin-GFP redistribution (AID 1961); U2OS GPR55 beta-arrestin-GFP redistribution imaging; higher % means a stronger effect; activation, % at 10 µM, or EC50 in µM where a hit was titrated; 290,000 compounds, 0.048% hits;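 active = activation above 40% with more than 50 cells counted in the well; inconclusive = wells holding fewer than 50 cells, flagged as toxic or sparse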;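 also: U2OS osteosarcoma cells stably expressing GPR55 and beta-arrestin-GFP; plate controls were DMSO negative control for no effect and LPI positive control for full effect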
Lipid droplet = modulators of hepatic lipid droplet formation | AML12 mouse hepatocytes, oleate lipid droplets, BODIPY imaging | inhibition, % at 6.5 µM | 240,000 compounds, 0.4% hits | AID 1656;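 active = lipid droplet intensity inhibited by at least 50%, with more than 500 cells counted; inconclusive = wells with under 300 cells, treated as cytotoxic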
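System: AML12 hepatocytes (mouse). Probe or stimulus: oleic acid at 100 µM to induce lipid droplet formation. Times: overnight treatment with compound plus oleate. Detection: Image-based BODIPY and DAPI two-channel analysis. Evaluation: percent inhibition of filter-corrected integrated lipid droplet intensity per well.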
GPR55 LPI antagonism = inhibition of LPI-stimulated GPR55 beta-arrestin translocation – imaging, U2OS, beta-arrestin-GFP, LPI agonist, primary screen (AID 2013). one-dose inhibition, % at 10 µM; IC50 in µM for titrated hits. 290,000 compounds, 0.13% hits. U2OS GPR55 beta-arrestin-GFP translocation imaging, LPI antagonism; higher % means a stronger effect;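 active = spots per cell inhibited over 60%, with over 100 cells counted and total cytoplasm intensity under 500,000; inconclusive = wells with under 100 cells, flagged as likely toxic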;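 also: U2OS cells stably carrying GPR55 and arrestin-GFP stimulated by 5 µM LPI near EC80; imaged beta-arrestin-GFP aggregate spots per cell after agonist stimulation; plate controls were LPI-stimulated DMSO wells for no effect and DMSO wells without LPI for full effect; some results filed as inactive read as strong as hits; confirmed hits need IC50 under 10 µM and bright autofluorescent wells are also inconclusive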
NTR1 agonist = NTR1-driven beta-arrestin-GFP spot formation – imaging, U2OS cells, high content, primary screen (AID 493036); P30989; activation, % at 20 µM; 330,000 compounds, 0.17% hits; agonist mode;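 active = activation at or above 40% of the spot to cytoplasm intensity ratio, with at least 20 cells analyzed; inconclusive = wells under 20 cells, flagged as cytotoxic or low count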;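 also: 0% = DMSO without peptide and 100% = 100 nM NTR1 peptide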
Target sequence (P30989 whole entry, looked up): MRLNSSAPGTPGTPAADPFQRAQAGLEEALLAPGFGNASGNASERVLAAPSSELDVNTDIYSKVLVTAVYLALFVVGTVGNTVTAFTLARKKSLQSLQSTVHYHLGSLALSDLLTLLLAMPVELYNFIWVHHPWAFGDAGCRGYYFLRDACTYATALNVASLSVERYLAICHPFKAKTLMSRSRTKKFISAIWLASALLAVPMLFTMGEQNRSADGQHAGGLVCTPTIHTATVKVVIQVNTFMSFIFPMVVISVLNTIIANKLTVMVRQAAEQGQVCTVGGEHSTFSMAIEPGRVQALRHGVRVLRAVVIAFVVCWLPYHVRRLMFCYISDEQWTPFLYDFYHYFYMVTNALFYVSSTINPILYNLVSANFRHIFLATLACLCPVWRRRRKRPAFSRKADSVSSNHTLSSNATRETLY
GPR35 antagonists = inhibition of zaprinast-stimulated GPR35 beta-arrestin translocation – imaging, U2OS, beta-arrestin-GFP, zaprinast agonist, primary screen (AID 2058); 290,000 compounds, 0.052% hits; U2OS GPR35 beta-arrestin-GFP translocation imaging, zaprinast antagonism; higher % means a stronger effect; inhibition, % at 10 µM; hits with a dose series show IC50 in µM;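 active = inhibition of at least 50% with at least 30 cells and total cytoplasm GFP at most 10,000,000; inconclusive = under 30 cells or total GFP of 10,000,000 plus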
Lipid droplet cells 6.5 µM = also measured in Lipid droplet; calls as there; cell count; measured here: cell count, cytotoxicity flag;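 cells counted across two imaged fields per well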
T cell HTS vesicle-bound % = also measured in T cell HTS; calls as there; double positive events, %; measured here: CD8+ vesicle-bound cell fraction;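 binding gate set so that unloaded-vesicle control wells show 10% double positive cells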
NTR1 agonist cell count 20 µM = also measured in NTR1 agonist; calls as there; cell count; measured here: cell count, cytotoxicity flag
* marks the source's active call; other numbers are inactive results; i = inactive; u = inconclusive; x = no result given.

SMILES | Rac1 GTP hydrolysis | T cell HTS | T cell HTS vesicle-bound % | Large T inhibition | LYP inhibition | GPR55 activation | Lipid droplet | Lipid droplet cells 6.5 µM | GPR55 LPI antagonism | NTR1 agonist | NTR1 agonist cell count 20 µM | GPR35 antagonists
Cn1cnnc1SCc1ccc(C(=O)NN)cc1 | 6% | i | 44 | 18% | -5% | 0.6% | -3 | 661 | 14% | 0.2 | 33 | -4%
COc1ccc(CCNC(=O)C2CC(c3cccc(F)c3)=NO2)cc1 (stereo not given) | 4% | i | 26 | 9% | -11% | -0.1% | -3 | 710 | 6% | 0.6 | 75 | 4%
Cc1ccc(NC(=O)CN2CCC(NC(=O)C3CCCCC3)CC2)c(Br)c1 | 10% | i | 49 | 10% | -5% | 0.2% | 7 | 680 | 9% | 3.4 | 60 | 5%
CNC(=O)/C(C#N)=C/c1ccc(OCCOc2ccccc2)cc1 | 0% | i | 52 | 19% | -4% | -0.2% | -4 | 803 | 11% | 2.3 | 61 | 4%
NC(=O)CSc1ncc(-c2ccc([N+](=O)[O-])cc2)[nH]1 | 6% | i | 28 | 9% | -6% | 0.6% | 21 | 697 | 7% | 1.5 | 34 | 10%
CCN(CC)C(=O)COc1ccc(S(=O)(=O)N2CCOCC2)cc1 | 13% | i | 4 | -1% | -11% | -0.1% | x | x | 20% | 1.5 | 73 | -5%
CCCN(CCC)C(=O)C1CCN(c2cc(C)nc3c(-c4ccc(OC)c(OC)c4)c(C)nn23)CC1 | 1% | i | 20 | 11% | -2% | -0.1% | 5 | 709 | 11% | 7.2 | 49 | 3%
C=CCOc1ccc(CNc2nn[nH]n2)cc1OC | 11% | i | 53 | 9% | -11% | 0.0% | -1 | 793 | -12% | -0.7 | 30 | 3%
COc1cccc(-c2c(C(=O)N/N=C/c3ccsc3)nnn2-c2nonc2N)c1 | 4% | i | 54 | 4% | -4% | -0.1% | 12 | 699 | -5% | 1.4 | 47 | 8%
CCOC(=O)C1=NN(c2ccc(Cl)cc2)C(c2ccccc2)CC1=O (stereo not given) | 8% | i | 50 | 21% | -4% | 0.0% | -4 | 726 | 16% | 2.2 | 66 | 36%
CN(C(=O)c1c[nH]c(=O)cc1C(F)(F)F)c1ccc(Cl)c(Cl)c1 | -2% | i | 25 | 15% | -8% | -0.3% | 17 | 755 | 11% | 1.1 | 58 | 2%
Cc1ccc(C)c(-c2cc(C(=O)Nc3cccnc3)c3ccccc3n2)c1 | 2% | i | 66 | 9% | -5% | -0.1% | -2 | 833 | 2% | -0.7 | 71 | 8%
CCOC(=O)COc1ccc2c3c(c(=O)oc2c1)CCCC3 | 11% | i | 58 | 3% | -9% | -0.1% | 10 | 874 | -3% | 0.2 | 54 | 3%
COc1cc(OC)c(NC(=O)Cc2ccc(OC)c(S(=O)(=O)N3CCOCC3)c2)cc1Cl | -7% | i | 12 | 13% | -4% | -0.1% | 0 | 848 | 12% | -0.2 | 64 | 26%
O=C(/C=C/Nc1ccc(F)cc1)c1ccc(Br)cc1 | 11% | i | 34 | -1% | 4% | 0.5% | -10 | 672 | -3% | -2.2 | 87 | 9%
COc1ccc(C(CC(=O)N2CCOCC2)c2c(OC)cc(OC)c3ccc(=O)oc23)cc1 (stereo not given) | 12% | i | 44 | 19% | -5% | -0.1% | -2 | 742 | -1% | -5.0 | 90 | 0%
O=C(COc1coc(CN2CCN(c3ccccc3)CC2)cc1=O)Nc1ccc(F)cc1 | -2% | i | 15 | 5% | x | x | x | x | x | 2.9 | 46 | x
O=C(Nc1cc(-c2ccccc2)nn1-c1ccccc1)c1ccccc1F | 1% | i | 14 | 2% | x | x | x | x | x | -0.1 | 77 | x
O=C(N/N=C/c1ccc(-c2cccc([N+](=O)[O-])c2)o1)c1ccccc1O | 1% | i | 46 | 3% | -5% | -0.5% | 3 | 644 | -6% | 10 | 61 | -7%
CCOc1ccc(OCCC(=O)N(CC)CC(=O)Nc2ccccc2C(F)(F)F)cc1 | 1% | i | 43 | 14% | x | x | x | x | x | -1.0 | 73 | x
NS(=O)(=O)c1cc2c(cc1Cl)NC(C1C[C@H]3C=C[C@@H]1C3)NS2(=O)=O (stereo not given in full) | 0% | i | 62 | 5% | 0% | 0.4% | 1 | 674 | 6% | -0.4 | 58 | -13%
COc1nc(C)nc2c1ccc1ccccc12 | -5% | i | 48 | 12% | -4% | -0.3% | 52* | 744* | -4% | -0.9 | 60 | 1%
COc1ccc(/C=C2\SC(=S)N(CC(=O)OCC(=O)Nc3cc(Cl)cc(Cl)c3)C2=O)cc1 | 14% | i | 18 | 25% | 2% | 0.6% | 10 | 706 | -2% | 2.8 | 68 | -11%
O=C(O)C1CC(=O)N(c2ccc(OCc3ccc(Cl)cc3Cl)cc2)C1 (stereo not given) | 4% | i | 29 | -4% | -4% | 0.2% | -13 | 753 | 7% | 0.4 | 63 | 3%
CC(C)OC(=O)C(C)Nc1ccc(F)c(Cl)c1 (stereo not given) | 4% | i | 18 | 22% | -5% | -0.3% | -3 | 709 | 2% | -0.1 | 37 | 12%
Remaining list, next part:
SMILES | Rac1 GTP hydrolysis | T cell HTS | T cell HTS vesicle-bound % | Large T inhibition | LYP inhibition | GPR55 activation | Lipid droplet | Lipid droplet cells 6.5 µM | GPR55 LPI antagonism | NTR1 agonist | NTR1 agonist cell count 20 µM | GPR35 antagonists
CCc1cc2c(C)ccc(C)c2nc1SCC(=O)Nc1c(C)[nH]c(=O)[nH]c1=O | -14% | i | 47 | -15% | -1% | -0.2% | -16 | 662 | 1% | 6.4 | 72 | 16%
CCOC(=O)c1c(NC(=O)CC)sc(C(C)=O)c1C | 0% | i | 38 | 18% | 1% | 0.4% | x | x | 2% | 2.0 | 47 | -4%
CCOC(=O)c1ccc(N2C(=O)C(O)=C(C(C)=O)C2c2ccc([N+](=O)[O-])cc2)cc1 (stereo not given) | 11% | i | 38 | 7% | -2% | -0.3% | 10 | 813 | 0% | -0.7 | 47 | 10%
Cc1cccc(C)c1OCC(=O)N(Cc1ccc(N(C)C)cc1)C1CCS(=O)(=O)C1 (stereo not given) | 11% | i | 58 | 13% | -4% | 0.3% | 9 | 745 | 12% | 1.0 | 33 | -5%
CCN(CC(=O)Nc1c(F)cccc1F)C(=O)c1ccc2c(c1)OCCO2 | -1% | i | 39 | 3% | x | x | x | x | x | 4.0 | 47 | x
CCCCc1c(C)nc2ccc(C)cc2c1SCCC(=O)O | 5% | i | 57 | 7% | -3% | -0.1% | 1 | 644 | -1% | 0.8 | 41 | -9%
COc1cc(C(=O)O)cc(OC)c1OCc1cc(C(=O)O)oc1C | 11% | i | 38 | 4% | -6% | 0.1% | x | x | 10% | -0.4 | 40 | 9%
CCCOn1c(-n2nc(C)cc2C)nc2ccccc2c1=O | -12% | i | 50 | 12% | -8% | -0.1% | 0 | 752 | -1% | 1.2 | 96 | 6%
CC(C)[C@H](NC(=O)c1c(F)cccc1F)C(=O)N1CCN(c2ccc(F)cc2)CC1 | 0% | i | 28 | 6% | -8% | -0.1% | 3 | 821 | 1% | 0.1 | 52 | 5%
Cc1cc(C(=O)Nc2cccc(NC(=O)c3ccco3)c2)ccc1[N+](=O)[O-] | 5% | i | 9 | 12% | -3% | -0.1% | -2 | 603 | -3% | 3.8 | 52 | 6%
CCCNC(=O)COc1coc(CN2CCN(Cc3ccccc3)CC2)cc1=O | 3% | i | 24 | 6% | -10% | -0.1% | 5 | 687 | 8% | 0.5 | 51 | -9%
CCc1nc(SCC(=O)N2CCN(c3ccccc3)CC2)c2oc3ccccc3c2n1 | 18% | i | 6 | 4% | -2% | -0.1% | x | x | 0% | 18 | 70 | -19%
O=c1cc(N2CCCCC2)c2ccccc2o1 | 0% | i | 48 | 14% | -8% | 0.0% | 5 | 709 | 3% | 1.5 | 44 | -7%
COc1cccc(OC)c1OCCCCn1cnc2ccccc2c1=O | u | i | 32 | 11% | -6% | 0.0% | -1 | 730 | -5% | 0.7 | 25 | 22%
O=C(Cn1c(=O)oc2ccccc21)Nc1ccccc1Cl | 1% | i | 59 | 3% | -13% | -0.1% | -2 | 841 | -16% | -0.6 | 76 | 10%
COc1ccc(CCCc2nnc(SCC(=O)Nc3nc(C)cs3)n2C)cc1C | 6% | i | 16 | 1% | -2% | -0.1% | x | x | 20% | -0.9 | 100 | 4%
NC(=O)/C(=C/c1cccnc1)NC(=O)c1ccccc1 | 2% | i | 19 | 9% | -6% | 0.0% | 11 | 624 | -3% | -0.9 | 48 | 6%
CCOC(=O)c1ccc(Nc2ncnc3c2cnn3C)cc1 | 2% | i | 9 | 10% | 1% | 0.3% | x | x | -4% | 2.4 | 50 | -14%
NC(=O)NCc1cccc(Cl)c1 | 8% | i | 23 | -1% | -2% | 0.0% | x | x | 1% | -1.0 | 50 | 14%
CSCCC(NS(=O)(=O)c1ccc(Cl)cc1)C(=O)OCC(=O)NC1CC1 (stereo not given) | 2% | i | 62 | -3% | -1% | -0.1% | x | x | 0% | -1.7 | 64 | 7%
CC(=O)c1cccc(NC(=S)N2CCN(S(=O)(=O)c3ccc(F)cc3)CC2)c1 | 2% | i | 63 | 9% | -4% | -0.1% | 7 | 711 | 20% | 3.2 | 49 | 5%
CCCOC(=O)C1C2C=CC(C3CC23)C1C(=O)OCC(=O)c1ccccc1 (stereo not given) | 6% | i | 33 | -2% | 2% | -0.4% | -3 | 673 | -3% | 1.0 | 83 | -6%
O=C(Nc1cccc(F)c1)C1CCCCC1 | 1% | i | 10 | 13% | x | x | x | x | x | -1.7 | 56 | x

Source: PubChem (several laboratories)
